From PubChem
bovine MsrA act: bovine MsrA enzyme activators, primary screen, biochemical, absorbance, HTS; AID 602163, 2012; hit rate 0.3% among 360,000; purified bovine MsrA, absorbance read-out; activation, % at 10.6 µM; Methionine sulfoxide reductase A (Bos taurus); in the data active = activation above about 7.5%;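 also: 0% = vehicle and 100% = reference activator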
STEP inh: STEP phosphatase inhibitors, primary screen, biochemical, fluorescence intensity, uHTS | Tyrosine-protein phosphatase non-receptor type 5 (Homo sapiens), P54829 | hit rate 0.25% among 360,000 | recombinant STEP, OMFP fluorogenic substrate | inhibition, % at 20 µM;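 active = inhibition at 20 µM, scaled per plate between control wells, above about 37%, limit read from the data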;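 also: 0% = DMSO with enzyme and substrate and 100% = substrate only without enzyme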
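Assay system: isolated STEP enzyme / Timing: 20 min at room temperature, dark / Doses: 20 µM, 1% DMSO / Technique: fluorescence intensity, excitation 480 nm, emission 540 nm / Reagent: fluorogenic phosphatase substrate OMFP at 25 µM final / Measure: percent inhibition scaled to no-enzyme and uninhibited-enzyme controls, plate-pattern corrected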
SUMO1-SIM PPI: modulators of SUMO1 protein-protein interactions, primary screen, biochemical, uHTS; Small ubiquitin-related modifier 1 (Homo sapiens), P63165; SUMO1 binding to a labelled peptide, TR-FRET, 1 h; inhibition, % at 20 µM; hit rate 0.33% among 360,000; in the data active = inhibition above about 37%
Scp-1 inhibitor: Scp-1 phosphatase inhibitors, primary screen, biochemical, colorimetric, uHTS; Recombinant Scp1, phosphopeptide, malachite green phosphate absorbance; inhibition, % at 20 µM; hit rate 0.88% among 340,000; AID 493091, 2011;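 active = inhibition above about 50% at 20 µM, limit read from the data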;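 also: plate controls were DMSO wells with enzyme for no effect and wells lacking enzyme for full effect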
Target sequence (Q9GZU7 76-261 limits assumed): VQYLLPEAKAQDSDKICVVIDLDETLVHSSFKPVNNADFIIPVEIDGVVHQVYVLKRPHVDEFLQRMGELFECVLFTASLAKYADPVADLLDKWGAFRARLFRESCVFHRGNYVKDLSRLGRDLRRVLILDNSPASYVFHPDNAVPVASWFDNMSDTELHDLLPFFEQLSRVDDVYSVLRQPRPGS
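Test system: SCP-1 phosphatase catalytic domain, residues 76-261 | Compound dosing: One concentration, 20 µM, with 1.0% DMSO | Schedule: 45 min room-temperature reaction, 5 min colour, 30 min stabiliser | Detection: Absorbance at 630 nm | Read-out basis: % inhibition of SCP-1 phosphate liberation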
LMPTP block: LMPTP phosphatase inhibitors, primary screen, biochemical, fluorescence intensity, uHTS. recombinant LMPTP-A, OMFP fluorogenic substrate. inhibition, % at 20 µM. hit rate 0.22% among 360,000. AID 651560, 2012;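 active = compounds that cut the enzyme signal by at least half of the control window in the single-dose screen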;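 also: plate controls were DMSO wells with enzyme plus substrate for no effect and substrate without enzyme for full effect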
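Buffer or medium: Bis-Tris pH 6.0, DTT, detergent; Assay system: LMPTP-A enzyme; Quantity: 0.625 nM enzyme; Detection: endpoint fluorescence intensity; Times: 50 min dark incubation at room temperature; Controls: substrate-only low control, DMSO enzyme-plus-substrate high control; Doses: single 20 µM dose; Read-out: percent inhibition versus substrate-only and uninhibited controls; Reagent: 400 µM OMFP.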
NRP1-CendR mod: modulators of CendR peptide binding to NRP-1, primary screen, biochemical, fluorescence polarization, uHTS. FAM-RPARPAR peptide binding to NRP-1. inhibition, % at 25 µM. hit rate 0.85% among 360,000. AID 602438, 2012;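 active = inhibition or corrected inhibition above about 18%, plus a signal ratio from 0.5 to 1.5, limit read from the data, passing the limit was not always enough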; also: strong numbers were not always called active
Target sequence (O14786 whole entry, looked up): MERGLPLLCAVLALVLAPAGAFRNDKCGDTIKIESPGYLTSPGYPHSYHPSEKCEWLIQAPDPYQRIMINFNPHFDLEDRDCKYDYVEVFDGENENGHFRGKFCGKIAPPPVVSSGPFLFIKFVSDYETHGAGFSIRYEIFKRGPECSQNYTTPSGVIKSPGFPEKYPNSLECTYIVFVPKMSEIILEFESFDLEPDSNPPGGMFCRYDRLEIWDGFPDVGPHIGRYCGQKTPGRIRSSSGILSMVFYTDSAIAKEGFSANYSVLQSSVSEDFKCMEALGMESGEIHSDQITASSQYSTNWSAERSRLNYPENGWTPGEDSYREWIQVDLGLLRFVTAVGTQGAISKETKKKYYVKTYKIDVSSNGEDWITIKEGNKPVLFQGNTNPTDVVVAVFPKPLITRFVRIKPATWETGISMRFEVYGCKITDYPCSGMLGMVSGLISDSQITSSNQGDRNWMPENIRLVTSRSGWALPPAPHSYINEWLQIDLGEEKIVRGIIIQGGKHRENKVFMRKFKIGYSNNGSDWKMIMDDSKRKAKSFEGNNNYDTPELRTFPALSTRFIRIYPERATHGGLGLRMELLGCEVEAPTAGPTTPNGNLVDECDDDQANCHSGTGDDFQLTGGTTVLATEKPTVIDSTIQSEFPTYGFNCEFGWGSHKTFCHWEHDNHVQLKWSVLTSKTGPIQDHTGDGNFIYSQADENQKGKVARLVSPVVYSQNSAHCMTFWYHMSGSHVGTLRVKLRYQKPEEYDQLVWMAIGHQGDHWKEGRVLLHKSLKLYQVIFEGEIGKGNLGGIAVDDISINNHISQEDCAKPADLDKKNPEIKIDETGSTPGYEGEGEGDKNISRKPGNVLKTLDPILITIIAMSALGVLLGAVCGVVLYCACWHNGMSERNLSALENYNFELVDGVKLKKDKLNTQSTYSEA
E coli Lon inh: inhibitors of E. coli Lon protease, primary screen, biochemical, fluorescence polarization. purified E. coli Lon protease. hit rate 0.42% among 360,000. AID 602123, 2011. inhibition, % at 7.94 µM. P0A9M0; in the data active = inhibition above about 13%, passing the limit was not always enough;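 also: 0% = enzyme with probe and DMSO and 100% = no enzyme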
DNMT1 block: human DNMT1 methyltransferase inhibitors, primary screen, biochemical, molecular beacon, fluorescence, HinP1I cleavage, uHTS. inhibition (reported as % activation of signal), % at 10 µM. hit rate 0.83% among 360,000; in the data active = inhibition above about 50%
TbMetRS inhib: T. brucei MetRS inhibitors, primary screen, biochemical, luminescence; purified T. brucei MetRS, ATP depletion, Kinase-Glo luminescence; methionyl-tRNA synthetase (Trypanosoma brucei brucei); inhibition, % at 11.9 µM; AID 624268, 2012; hit rate 0.4% among 360,000;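 active = inhibition above a per-plate cutoff of the control wells' mean inhibition plus 3 SD, cut at about 5.5% in these data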;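 also: 0% = DMSO wells median and 100% = median of wells with control inhibitor compound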
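Test system – parasite MetRS enzyme · Reagent – substrates ATP, L-methionine and bulk Escherichia coli tRNA · Doses – 11.9 µM compound single dose, 0.9% DMSO · Times – 15 min enzyme-compound preincubation, 2 h reaction, 10 min detection, 25 °C · Signal – Kinase-Glo luminescence, ATP depletion format · Controls – DMSO-only wells as low control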
MsrA inh: bovine MsrA enzyme inhibitors, primary screen, biochemical, absorbance, HTS; hit rate 0.75% among 360,000; purified bovine MsrA, absorbance read-out; Methionine sulfoxide reductase A (Bos taurus); AID 651718, 2012; inhibition, % at 15.5 µM; in the data active = inhibition above about 4.5%;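 also: 0% = vehicle wells with enzyme and 100% = reference inhibitor wells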
* = called active by the depositor; / = no result given. Outcome played no part in choosing rows; about 4.3% have a hit in one of these screens.

SMILES | bovine MsrA act | STEP inh | SUMO1-SIM PPI | Scp-1 inhibitor | LMPTP block | NRP1-CendR mod | E coli Lon inh | DNMT1 block | TbMetRS inhib | MsrA inh
CC(=O)CC(=O)NC1CCc2ccccc21 (centres undefined) | -7.7 | -0.8 | -1.5 | 4.0 | 1.5 | 9.0 | -1.4 | -3.3 | -0.7 | -0.4
CC(=O)Nc1ccc(OCC(O)CN2CCN(c3ccc(C)c(Cl)c3)CC2)cc1 (centres undefined) | -3.6 | -4.1 | -0.6 | -0.4 | -0.9 | 3.0 | -4.5 | -1.8 | -0.7 | 1.3
Cc1cc2cc(CN(CCN3CCOCC3)C(=O)Nc3ccccc3F)c(=O)[nH]c2cc1C | -0.6 | -1.8 | 3.2 | 8.9 | 1.6 | -12.7 | -2.1 | -0.7 | -0.4 | 2.0
COc1cc(C23CCCN(CCC(C(C)(C)C)C2)C32OCCO2)cc(OC)c1OC (centres undefined) | 1.7 | / | 4.6 | / | -0.1 | -20.4 | 3.0 | / | -0.2 | 0.8
C=C(c1ccccc1Cl)[n+]1ccccc1 | 0.1 | -1.9 | -5.6 | -7.3 | -3.3 | 7.1 | -10.4 | -1.6 | 0.1 | -0.4
Cc1nc(SCc2ccc(O)c([N+](=O)[O-])c2)c([N+](=O)[O-])[nH]1 | -0.7 | 3.7 | -16.8 | -1.8 | -16.7 | -2.9 | 4.9 | -1.4 | -0.5 | 0.1
O=c1oc(CCCO)cc2ccc(/C=C/c3cccc([N+](=O)[O-])c3)cc12 | -3.7 | -1.6 | -7.7 | -8.6 | -0.6 | 8.7 | -2.9 | -1.8 | 0.4 | 1.5
O=C(NC(=S)NC1CCCCCCCCCCC1)c1cccnc1 | -3.8 | 1.8 | 2.0 | 3.8 | 3.6 | 8.0 | -10.5 | -3.8 | 0.5 | -1.2
C[C@H]1CN([C@@H](C)CO)C(=O)CCCn2cc(nn2)CO[C@@H]1CN(C)S(=O)(=O)c1cccc(F)c1 | -5.6 | -0.9 | 5.4 | / | -1.3 | 14.4 | 0.1 | 5.4 | -1.4 | 2.0
O=C(COC(=O)c1ccc([N+](=O)[O-])cc1)NC12CC3CC(CC(C3)C1)C2 | 0.8 | 3.8 | -21.9 | -6.8 | 0.6 | -4.4 | -8.0 | -2.5 | -0.2 | -0.2
CCC(=O)Nc1ccc(C(=O)NNC(=O)C2CCCCC2)cc1 | -3.4 | -1.2 | -6.2 | -9.2 | 0.8 | 2.7 | -2.3 | 1.0 | -0.5 | 0.5
CCN(CC)C(=S)SCC(=O)c1ccc(Br)cc1 | -0.4 | -1.8 | 4.7 | -8.1 | 1.8 | -0.2 | -6.8 | -2.2 | 0.2 | -0.1
O=C(O)CSCNC(=O)CC12CC3CC(CC(C3)C1)C2 | -5.1 | 3.3 | 5.0 | -0.7 | -0.7 | 7.2 | -10.5 | 1.2 | -1.0 | -1.0
CN(C)c1ccc(C(CNC(=O)COc2ccc(Cl)cc2)N2CCCC2)cc1 (centres undefined) | -5.8 | -0.1 | -4.3 | -8.8 | 1.2 | 5.6 | 9.3 | -0.8 | -0.8 | 3.0
COc1ccc(C[C@H](C)NC[C@@H](O)c2ccc(O)c(NC=O)c2)cc1 | -11.5 | -2.4 | 6.9 | -8.8 | 1.0 | 2.1 | -6.5 | 0.6 | -1.1 | -0.4
Cc1nc2ccc(-c3nc4cc(N)ccc4o3)cc2[nH]1 | -2.5 | 0.0 | -0.3 | -6.0 | 1.7 | 4.3 | 8.8 | -14.2 | -0.7 | 2.2
COC(=O)[C@H](CCSC)NC(=O)Cn1cnc2c(OCc3ccccc3)ncnc21 | -6.2 | 2.0 | -1.3 | 3.9 | -1.3 | -9.4 | -5.7 | 1.6 | -1.8 | -1.6
CCOC(=O)N1CCC(NC(=O)c2cc(C(=O)NCc3cccc(Cl)c3)ccc2CO)CC1 | 0.8 | -2.7 | -0.7 | -4.7 | -0.3 | 3.8 | 5.9 | -1.2 | -0.3 | 2.8
COc1cc2c(cc1OC)C(C)N(C(=O)Nc1ccc(F)cc1)CC2 (centres undefined) | 1.9 | -0.8 | -0.7 | -10.4 | -0.9 | 4.8 | -6.1 | 0.8 | -0.1 | 0.4
CC1CCCCC1NC(=O)c1ccc(NC2=NC3CS(=O)(=O)CC3S2)cc1 (centres undefined) | -2.4 | -2.1 | -7.3 | -8.6 | 0.8 | 17.0 | -1.0 | 2.0 | -1.1 | 0.7
COc1ccc([C@H]2CC(=O)C=C(c3cccc(Cl)c3)C2)cc1OC | -2.6 | 1.9 | -27.6 | -7.7 | 1.7 | 16.0 | -10.0 | -0.4 | -0.3 | -0.2
O=C(COC(=O)CNC(=O)c1ccccc1)NC(=O)NC1CCCCC1 | -8.2 | -1.7 | -0.5 | 30.2 | -0.2 | 10.8 | 8.5 | 12.8 | -0.3 | 0.2
O=c1[nH]nc(-c2ccc(NCCCO)c([N+](=O)[O-])c2)c2ccccc12 | -1.9 | 0.9 | -40.8 | -15.6 | 1.3 | 3.3 | 0.6 | 0.9 | 0.4 | 1.1
COc1ccccc1CNC(=O)C(=O)NCC1CCCO1 (centres undefined) | -4.6 | -0.3 | 0.0 | 7.1 | -2.0 | -0.1 | -10.1 | -0.4 | -2.0 | 0.1
Nn1cnnc1SCC(=O)N1CCc2ccccc2C1 | -2.8 | -2.7 | -2.7 | -0.2 | -1.2 | -3.5 | 2.6 | -1.5 | -0.4 | 0.7
O=C1N/C(=N\N=C\c2cccs2)SC1Cc1ccc(Cl)cc1Cl (centres undefined) | -5.2 | 3.2 | -3.9 | -5.5 | -1.9 | -6.3 | 6.0 | 14.3 | -0.6 | 0.5
Nc1n[nH]c(N)c1N=Nc1ccc(F)cc1 | -1.6 | -0.4 | -12.2 | -3.6 | 0.4 | 9.0 | 4.4 | -9.7 | -0.9 | 3.1
Cc1cc(NC(=O)CSc2c(C)[nH]c3ccccc23)no1 | -1.4 | -1.2 | -4.7 | -8.4 | 0.6 | 4.4 | 12.1 | -6.3 | -0.5 | 0.9
O=C(NN=Cc1ccc2c(c1)CCC2)c1ccccc1O | -3.3 | 34.9 | 5.8 | / | 10.5 | -3.6 | -16.5 | -0.3 | 1.0 | 4.3
C=C1C[C@@H]2C[C@@H]2CN(S(=O)(=O)c2ccc(C)cc2)[C@@H]1c1ccco1 | -4.3 | / | 6.3 | / | -0.5 | -31.6 | 3.3 | / | -0.8 | 0.4
COc1ccc(CCNC(=O)Nc2nc(C(N)C3CCCCC3)cs2)cc1OC (centres undefined) | -1.8 | -0.7 | -3.2 | / | -2.7 | 17.4* | -5.7 | -1.3 | -0.1 | 0.2
CC(=O)c1ccc(Oc2nc3c(c(=O)n(C)c(=O)n3C)n2C)cc1 | -1.0 | -2.6 | 3.6 | -0.7 | -0.5 | -2.7 | 8.8 | 2.0 | -0.5 | 0.4
CCSc1cc(N2CCOCC2)nc(-c2ccccc2)n1 | -1.3 | -7.6 | -0.5 | -7.9 | -1.5 | 3.1 | 4.8 | 3.9 | 0.4 | 0.8
Brc1cc2c(cc1/C=N/Nc1nc(N3CCOCC3)nc(N3CCOCC3)n1)OCO2 | -7.3 | -0.5 | -20.0 | 1.7 | -3.2 | 7.8 | -2.3 | 13.7 | -1.1 | 4.2
Cc1cc(NC(=O)Cn2nc(-c3cccs3)ccc2=O)cc(C)c1Br | -1.3 | 2.0 | -15.2 | -7.1 | 3.1 | 2.6 | 5.4 | -2.7 | -0.3 | -1.3
CCOC(=O)c1ccc(NC(=O)C2(c3ccc(Cl)cc3)CCCC2)cc1 | 0.0 | 1.5 | -3.1 | -8.3 | 1.2 | 5.5 | 4.9 | 2.3 | -0.4 | 1.6
Cc1ccc(C(=O)OCc2nc3ccccc3s2)o1 | -1.8 | -2.3 | 2.7 | -13.0 | 0.7 | -7.6 | -6.7 | 0.1 | -0.4 | -1.1
CC(=O)Nc1cc(C(=O)N2CCc3ccccc3C2)ccc1Sc1ccc(F)cc1 | 0.1 | -1.0 | -5.7 | -2.7 | -0.5 | -1.3 | -2.3 | -3.2 | 0.1 | -0.7
COCCNc1nc2nonc2nc1NC(C)c1ccccc1Cl (centres undefined) | -1.9 | -2.9 | -9.5 | -10.2 | 0.1 | 3.1 | -11.8 | 0.4 | 0.9 | 2.3
COc1cccc(/C=C/C(=O)N2CCN(c3n[nH]c(=O)[nH]c3=O)CC2)c1OC | -2.7 | 1.0 | -5.0 | -7.4 | -0.9 | -14.9 | -2.2 | 0.2 | 0.1 | 1.3
Cc1ccccc1/C=N/n1c(-c2ccccn2)n[nH]c1=S | -5.2 | -0.5 | 1.4 | -1.2 | -1.4 | 1.8 | 5.4 | 2.6 | -1.6 | 1.7
Cn1c(=O)c2[nH]c(NCCCN3CCOCC3)nc2n(C)c1=O | -3.4 | 2.4 | -2.0 | -1.8 | -5.8 | 22.3* | -9.9 | 1.8 | -1.1 | 1.8
CC(C)C(C(=O)NCc1ccco1)N(Cc1ccco1)C(=O)CNS(=O)(=O)c1ccccc1 (centres undefined) | 0.9 | -0.1 | 3.7 | 0.7 | -0.7 | 0.3 | 4.7 | 1.5 | 0.2 | 1.0
Cc1cccc(N2C(=O)CS/C2=N\NC(=O)c2cccnc2)c1C | -2.9 | -2.8 | -4.2 | -1.3 | 0.1 | 1.3 | -4.5 | 2.0 | -0.7 | 0.0
CCC(C)C(=O)Nc1nc2ccc(OC)cc2s1 (centres undefined) | -1.4 | -2.2 | -3.8 | -3.6 | 0.2 | -5.4 | 3.9 | -0.1 | -0.1 | 2.4
CCOC(=O)C1=NNC2C(=O)N(C3CCCCC3)C(=O)C12 (centres undefined) | -0.7 | 0.8 | -1.6 | -3.6 | -0.4 | -0.2 | -1.4 | 5.7 | 1.4 | 2.7

Full records as entered above. Screens in order: bovine MsrA act | STEP inh | SUMO1-SIM PPI | Scp-1 inhibitor | LMPTP block | NRP1-CendR mod | E coli Lon inh | DNMT1 block | TbMetRS inhib | MsrA inh
CCC(C)C(=O)Nc1nc2ccc(OC)cc2s1 (centres undefined) is listed as -1.4 | -2.2 | -3.8 | -3.6 | 0.2 | -5.4 | 3.9 | -0.1 | -0.1 | 2.4
Cn1c(=O)c2[nH]c(NCCCN3CCOCC3)nc2n(C)c1=O is listed as -3.4 | 2.4 | -2.0 | -1.8 | -5.8 | 22.3* | -9.9 | 1.8 | -1.1 | 1.8
